# SKN-1 block: suppressors of acrylamide-induced Pgst-4::GFP reporter in worms, primary screen, SKN-1 inhibitor project, whole organism, uHTS, GFP/RFP fluorescence ratio, strain VP596. inhibition, % at 21.8 µM. 360,000 compounds, 0.49% hits. C. elegans VP596 Pgst-4::GFP/RFP ratio, 24 h. AID 624304, 2012;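 active = interference check ratio from 0.5 to 1.5 plus GFP to RFP signal ratio inhibition reaching or exceeding a fixed threshold, cut at about 30% in these data, passing the limit was not always enough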; note: some compounds called inactive have numbers as strong as hits
# SUMO1 PPI mod: modulators of SUMO1 protein-protein interactions, primary screen, biochemical, uHTS; inhibition, % at 20 µM; AID 602429, 2012; Small ubiquitin-related modifier 1 (Homo sapiens), P63165; SUMO1 binding to a labelled peptide, TR-FRET, 1 h; 360,000 compounds, 0.33% hits; in the data active = inhibition above about 37%
# NadD block: inhibitors of S. aureus NadD, primary screen, biochemical, colorimetric, uHTS; purified NadD enzyme, colorimetric absorbance read-out; inhibition, % at 20 µM; 360,000 compounds, 0.78% hits; in the data active = inhibition above about 26%; note: some compounds past the cut are filed as inactive
# Neddyl block: inhibitors of cullin neddylation, primary screen, biochemical, TR-FRET, uHTS, NAE and Ubc12. 360,000 compounds, 0.58% hits. calls only at 25 µM. NEDD8-conjugating enzyme Ubc12 (Homo sapiens) + NEDD8-activating enzyme E1 regulatory …. AID 651699, 2012; in the data active = inhibition above about 36%
# Tb MetRS inh: T. brucei MetRS inhibitors, primary screen, biochemical, luminescence | purified T. brucei MetRS, ATP depletion, Kinase-Glo luminescence | inhibition, % at 11.9 µM | 360,000 compounds, 0.4% hits;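 active = inhibition above a per-plate cutoff of the control wells' mean inhibition plus 3 SD, cut at about 5.5% in these data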;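 note: 0% = DMSO wells median and 100% = median of wells with control inhibitor compound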
#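 Material: parasite MetRS enzyme / Replication: singlicate, one well per compound / Signal: luminescence of leftover ATP / Schedule: 2 h aminoacylation at 25 °C after 15 min preincubation / Medium: HEPES-MgCl2-KCl buffer plus DTT, spermine, BSA, pyrophosphatase / Doses: 11.9 µM single point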
# Scp1 inh: Scp-1 phosphatase inhibitors, primary screen, biochemical, colorimetric, uHTS; Carboxy-terminal domain RNA polymerase II polypeptide A small phosphatase 1 (Homo …; Recombinant Scp1, phosphopeptide, malachite green phosphate absorbance; inhibition, % at 20 µM; 340,000 compounds, 0.88% hits; AID 493091, 2011;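 active = inhibition above about 50% at 20 µM, limit read from the data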;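 note: plate controls were DMSO wells with enzyme for no effect and wells lacking enzyme for full effect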
#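 System: truncated SCP-1 phosphatase (76-261aa); medium: Tris acetate buffer pH 5.5 with MgCl2 and Tween-20; incubation: 45 min room-temperature reaction, 5 min colour, 30 min stabiliser; compound: single 20 µM dose, 1% DMSO; reagent: Phosphorylated 17-residue peptide substrate; read-out: % inhibition at 20 µM; technique: colorimetric free-phosphate detection, absorbance 630 nm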
# LMPTP block: LMPTP phosphatase inhibitors, primary screen, biochemical, fluorescence intensity, uHTS | recombinant LMPTP-A, OMFP fluorogenic substrate | inhibition, % at 20 µM | AID 651560, 2012 | 360,000 compounds, 0.22% hits;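 active = compounds that cut the enzyme signal by at least half of the control window in the single-dose screen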;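 note: plate controls were DMSO wells with enzyme plus substrate for no effect and substrate without enzyme for full effect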
#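 Test system: LMPTP-A, protein tyrosine phosphatase of low molecular weight; Input: 0.625 nM enzyme; Incubation: 50 min dark incubation at room temperature; Signal: endpoint fluorescence intensity from OMFP dephosphorylation; Read-out basis: % inhibition versus control wells.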
# STEP inh: STEP phosphatase inhibitors, primary screen, biochemical, fluorescence intensity, uHTS. recombinant STEP, OMFP fluorogenic substrate. 360,000 compounds, 0.25% hits. inhibition, % at 20 µM. AID 588621, 2011. Tyrosine-protein phosphatase non-receptor type 5 (Homo sapiens), P54829;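 active = inhibition at 20 µM, scaled per plate between control wells, above about 37%, limit read from the data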;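 note: 0% = DMSO with enzyme and substrate and 100% = substrate only without enzyme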
#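 Material: STEP (striatal-enriched tyrosine phosphatase) enzyme, cell-free | Medium: 50 mM Bis-Tris pH 6.0 with 2.5 mM DTT and 0.005% Tween 20 | Read-out: Percent inhibition scaled to no-enzyme and uninhibited-enzyme controls, plate-pattern corrected | Signal: Fluorescence read at 480 nm ex / 540 nm em | Times: 20 min reaction, room temperature, in the dark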
# NRP1-CendR mod: modulators of CendR peptide binding to NRP-1, primary screen, biochemical, fluorescence polarization, uHTS | 360,000 compounds, 0.85% hits | FAM-RPARPAR peptide binding to NRP-1 | inhibition, % at 25 µM | Neuropilin-1 (Homo sapiens), O14786;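 active = inhibition or corrected inhibition above about 18%, plus a signal ratio from 0.5 to 1.5, limit read from the data, passing the limit was not always enough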; note: strong numbers were not always called active
# DNMT1 block: human DNMT1 methyltransferase inhibitors, primary screen, biochemical, molecular beacon, fluorescence, HinP1I cleavage, uHTS; DNA (cytosine-5)-methyltransferase 1 (Homo sapiens), P26358; inhibition (reported as % activation of signal), % at 10 µM; 360,000 compounds, 0.83% hits; AID 588458, 2011; in the data active = inhibition above about 50%
# Target sequence (P26358 504-1616 limits assumed): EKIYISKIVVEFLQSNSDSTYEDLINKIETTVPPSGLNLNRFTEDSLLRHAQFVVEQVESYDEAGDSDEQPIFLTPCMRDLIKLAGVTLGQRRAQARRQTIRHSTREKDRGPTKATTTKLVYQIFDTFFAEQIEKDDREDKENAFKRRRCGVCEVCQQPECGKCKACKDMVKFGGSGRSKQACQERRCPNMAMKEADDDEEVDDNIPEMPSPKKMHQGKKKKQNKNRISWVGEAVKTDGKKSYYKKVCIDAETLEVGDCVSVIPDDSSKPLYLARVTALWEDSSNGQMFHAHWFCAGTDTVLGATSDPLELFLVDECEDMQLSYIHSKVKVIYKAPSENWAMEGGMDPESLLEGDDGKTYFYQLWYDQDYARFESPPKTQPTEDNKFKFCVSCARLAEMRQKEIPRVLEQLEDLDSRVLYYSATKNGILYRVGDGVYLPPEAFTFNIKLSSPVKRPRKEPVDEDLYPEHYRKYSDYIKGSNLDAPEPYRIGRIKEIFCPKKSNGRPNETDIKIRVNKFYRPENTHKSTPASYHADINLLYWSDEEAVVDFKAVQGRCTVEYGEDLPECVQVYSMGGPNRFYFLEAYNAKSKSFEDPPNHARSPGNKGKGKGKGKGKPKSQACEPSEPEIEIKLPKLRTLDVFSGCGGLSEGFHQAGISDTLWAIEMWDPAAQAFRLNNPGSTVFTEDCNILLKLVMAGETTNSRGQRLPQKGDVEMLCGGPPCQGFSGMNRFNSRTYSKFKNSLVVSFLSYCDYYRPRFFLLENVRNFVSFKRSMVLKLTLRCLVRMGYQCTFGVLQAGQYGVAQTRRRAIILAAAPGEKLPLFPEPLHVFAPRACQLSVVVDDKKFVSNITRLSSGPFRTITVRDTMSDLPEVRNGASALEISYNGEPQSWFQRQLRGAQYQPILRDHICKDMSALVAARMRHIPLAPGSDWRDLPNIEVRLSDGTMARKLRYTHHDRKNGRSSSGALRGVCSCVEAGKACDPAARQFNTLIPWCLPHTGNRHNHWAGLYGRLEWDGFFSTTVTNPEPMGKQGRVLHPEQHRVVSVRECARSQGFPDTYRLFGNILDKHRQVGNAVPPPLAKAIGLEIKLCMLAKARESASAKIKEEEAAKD
# * marks the source's active call; other numbers are inactive results; i = inactive; · = not tested or not shown.
SKN-1 block	SUMO1 PPI mod	NadD block	Neddyl block	Tb MetRS inh	Scp1 inh	LMPTP block	STEP inh	NRP1-CendR mod	DNMT1 block	Compound
-3.5	5.3	6.1	i	0.0	-3.7	-0.8	-2.3	2.3	3.0	CCOC(=O)CC(NC(=O)CCc1c(C)nc2nc(C)nn2c1C)c1ccc(OC(C)C)cc1 (stereo unspecified)
18.6	-1.4	5.9	i	-0.2	1.2	0.5	-0.3	8.1	10.7	Cc1ccc(NC(=O)NC(=O)COc2ccccc2C(N)=O)c(C)c1
20.5	-28.0	-2.0	i	-0.3	-8.2	-1.0	-2.5	1.3	3.8	CC(C)CCNC(=O)C1CC(c2cccc([N+](=O)[O-])c2)=NO1 (stereo unspecified)
8.6	3.2	-2.0	i	-0.2	-2.0	2.2	-0.3	-0.5	0.4	CCOC(=O)C1=C(N)Oc2cc(O)ccc2C1c1ccccc1 (stereo unspecified)
0.0	10.7	-8.8	i	-1.6	-2.1	1.3	-1.9	-6.3	3.6	CCOC(=O)c1nn(-c2ccc(F)cc2)c2nc(Nc3ccccc3)cc(=O)n12
11.6	-3.1	1.7	i	-0.1	-15.2	5.2	-1.1	13.3	-9.9	COc1ccc(C2CC(c3ccc(OC)cc3O)=NN2C(=O)c2ccccc2)cc1 (stereo unspecified)
5.9	-34.3	-0.6	i	-0.1	-0.1	-0.1	-1.5	-58.5	9.9	O=C(COc1ccc([N+](=O)[O-])cc1)Nc1cccc2nsnc12
8.7	-14.4	12.2	i	9.2*	10.1	3.7	4.7	9.6	-3.8	O=C(CCCSc1nc2ccccc2[nH]1)N1CCN(c2ccc([N+](=O)[O-])cc2)CC1
-3.8	-4.5	6.2	i	0.0	0.8	-0.8	4.7	-1.7	1.2	CCN(CC(=O)NC1CCS(=O)(=O)C1)c1ccc(S(C)(=O)=O)cc1[N+](=O)[O-] (stereo unspecified)
-0.2	-1.9	-2.3	i	1.0	-1.7	-0.6	0.2	1.1	-0.2	CCOC(=O)N1CCN(c2c(NCc3ccccc3Cl)c(=O)c2=O)CC1
-12.6	0.3	-7.2	i	0.2	-2.8	2.7	-2.2	6.1	3.0	Cc1ccc(NC(=O)CNC(=O)c2ccco2)cc1
-18.4	10.4	-4.7	i	-1.6	-13.9	0.8	-1.1	-0.8	68.5*	CCc1ccc(NC(=O)CNS(=O)(=O)c2c(C)noc2C)cc1

# The list continues.
SKN-1 block	SUMO1 PPI mod	NadD block	Neddyl block	Tb MetRS inh	Scp1 inh	LMPTP block	STEP inh	NRP1-CendR mod	DNMT1 block	Compound
12.1	0.1	-2.4	i	-0.4	7.5	2.7	1.1	5.8	-1.9	C[C@H]1COC(=O)[C@@H](NC(=O)OCC2c3ccccc3-c3ccccc32)C/C=C\C[C@H](CC(=O)NCCO)C(=O)N1
16.3	3.4	-4.0	i	-0.2	-5.5	-1.0	2.9	16.2	-2.9	CN1/C(=C\C(=O)COC(=O)CN2C(=O)C3CC=CCC3C2=O)C(C)(C)c2ccccc21 (stereo unspecified)
5.2	-30.7	-1.9	i	2.0	5.0	0.6	-4.0	8.0	5.1	O=C(Cc1cccs1)N/N=C/C=C/c1ccccc1[N+](=O)[O-]
5.1	2.0	1.1	i	0.3	-5.3	-0.8	-0.2	-1.7	0.4	Cn1nnnc1SCCNCc1ccccc1OCc1ccccc1
0.3	2.0	-5.5	i	-0.7	-3.6	0.4	-0.2	4.8	-0.6	O=C(CN1C2CCCC1CC(NC(=O)c1ccccc1)C2)Nc1ccccc1C(F)(F)F (stereo unspecified)
1.9	5.6	-3.8	i	0.5	-10.7	-2.2	-1.8	-0.7	-0.4	CCOc1ccc(NC(=O)c2ccccc2NS(C)(=O)=O)cc1
-5.3	0.2	0.9	i	-0.9	-8.4	0.4	-8.1	7.4	2.3	CC1=CCC2C(=O)N(C(C)c3ccccc3)C(=O)C2C1 (stereo unspecified)
-24.9	-4.0	4.4	i	-0.6	1.1	0.9	1.2	-3.3	4.3	COC(=O)C1C=CC(OC2OC(COC(C)=O)C(OC(C)=O)C(OC(C)=O)C2OC(C)=O)n2c(=O)n(-c3ccccc3)c(=O)n21 (stereo unspecified)
2.9	2.8	-3.4	i	0.6	-4.2	-1.3	-0.3	9.9	-1.0	COC(CN(C)C(=O)c1ccc2c(c1)NC(=O)c1ccccc1S2)OC
0.3	0.0	-3.8	i	0.3	-3.4	-0.9	5.5	8.5	-1.1	COCc1ccc(C(=O)NC2CCSc3ccccc32)cc1 (stereo unspecified)
-2.0	14.2	5.4	i	0.2	14.8	1.7	1.0	-122.7	-8.1	CCc1nnc(NC(=O)c2sc3nc4cc(C)ccc4cc3c2N)s1
-9.7	1.2	3.8	i	-0.2	·	-0.7	-0.6	-7.2	1.9	CC(=O)Nc1cncc(-c2cccc(N(C)C)c2)n1

# Later entries
SKN-1 block	SUMO1 PPI mod	NadD block	Neddyl block	Tb MetRS inh	Scp1 inh	LMPTP block	STEP inh	NRP1-CendR mod	DNMT1 block	Compound
1.7	-0.1	-9.0	i	-0.2	-5.5	-1.5	2.8	-12.6	-2.4	COc1cccc(CC2(CO)CCN(Cc3cnc(N4CCOCC4)s3)CC2)c1
3.7	3.0	2.5	i	-0.8	1.2	-0.5	2.2	-2.9	1.2	CN(CCNC(=O)CCCOc1cc(=O)n(C)c2ccccc12)Cc1ccccc1
-4.7	7.2	-6.1	i	-0.6	7.0	-0.8	-2.1	3.8	2.2	CCOc1ncccc1C(=O)Nc1ccc(OC)c(S(=O)(=O)N2CCOCC2)c1
-8.1	3.0	2.0	i	0.0	6.2	0.0	-3.0	10.1	0.9	Cc1onc(-c2c(Cl)cccc2Cl)c1NC(=O)NNc1ccccc1
0.1	2.3	4.4	i	8.6*	-5.0	0.2	-0.9	3.6	-1.4	COc1cccc(Nc2nc3ccccc3c(=O)[nH]2)c1
-17.7	-5.7	7.2	i	1.1	0.3	1.6	2.1	5.9	2.5	Cc1ccc(S(=O)(=O)c2cc3c(=O)n4cccc(C)c4nc3n(Cc3ccncc3)c2=N)cc1
-10.5	1.0	0.4	i	-1.0	-2.2	-1.5	-1.8	9.1	2.7	Cc1oc(-c2ccoc2)nc1CN(Cc1ccccc1)CC1CC1
5.6	15.0	-3.7	i	0.3	6.5	4.0	2.8	0.9	-2.3	O=c1c2ccccc2c(-c2ccccc2)nn1-c1ccccc1
18.7	4.7	3.1	i	0.5	-13.4	1.4	3.9	-25.0	10.5	O=C(NC(=S)Nc1ccc(Cl)c(C(=O)O)c1)c1ccc(OCc2ccccc2)cc1
-3.8	-1.5	-10.4	i	-0.4	-2.7	-0.5	0.9	0.9	-2.6	COC(=O)/C(=N/Nc1ccccc1Cl)Sc1nnc(C(O)c2ccccc2)n1-c1ccccc1 (stereo unspecified)
-3.3	-1.5	9.3	i	2.3	-3.0	3.8	-0.1	-4.7	-4.9	CCCN(CCC)Cc1c(C(=O)N/N=C/c2c[nH]c3ccccc23)nnn1-c1nonc1N
5.0	-1.0	-5.2	i	-0.5	-5.9	-1.3	0.6	-3.9	-4.9	COc1cc(C2CC(=O)Oc3c(C(CCN4CCOCC4)c4ccc(N(C)C)cc4)c(OC)cc(OC)c32)cc(OC)c1OC (stereo unspecified)

# 2 compounds drawn at random from those above:
SKN-1 block	SUMO1 PPI mod	NadD block	Neddyl block	Tb MetRS inh	Scp1 inh	LMPTP block	STEP inh	NRP1-CendR mod	DNMT1 block	Compound
-3.8	-1.5	-10.4	i	-0.4	-2.7	-0.5	0.9	0.9	-2.6	COC(=O)/C(=N/Nc1ccccc1Cl)Sc1nnc(C(O)c2ccccc2)n1-c1ccccc1 (stereo unspecified)
-10.5	1.0	0.4	i	-1.0	-2.2	-1.5	-1.8	9.1	2.7	Cc1oc(-c2ccoc2)nc1CN(Cc1ccccc1)CC1CC1

# Sorted by value in STEP inh (low to high): some entries from above
SKN-1 block	SUMO1 PPI mod	NadD block	Neddyl block	Tb MetRS inh	Scp1 inh	LMPTP block	STEP inh	NRP1-CendR mod	DNMT1 block	Compound
0.0	10.7	-8.8	i	-1.6	-2.1	1.3	-1.9	-6.3	3.6	CCOC(=O)c1nn(-c2ccc(F)cc2)c2nc(Nc3ccccc3)cc(=O)n12
-9.7	1.2	3.8	i	-0.2	·	-0.7	-0.6	-7.2	1.9	CC(=O)Nc1cncc(-c2cccc(N(C)C)c2)n1
0.3	0.0	-3.8	i	0.3	-3.4	-0.9	5.5	8.5	-1.1	COCc1ccc(C(=O)NC2CCSc3ccccc32)cc1 (stereo unspecified)

# Continuation.
SKN-1 block	SUMO1 PPI mod	NadD block	Neddyl block	Tb MetRS inh	Scp1 inh	LMPTP block	STEP inh	NRP1-CendR mod	DNMT1 block	Compound
8.9	4.2	8.3	i	-0.2	-3.6	-0.3	-0.4	7.1	-0.1	Cc1nc(C)n(CCNS(=O)(=O)c2ccccc2)n1
8.5	-4.3	-1.6	i	-0.2	-4.9	-1.0	2.2	-2.9	6.8	CC1CC(C)(C)CC2(C1)NC(=O)N(CC(=O)NC1CCCc3ccccc31)C2=O (stereo unspecified)
-0.9	-5.3	-5.2	i	-0.3	-7.3	-0.1	1.8	5.5	17.3	CCN(CC)S(=O)(=O)c1ccc(N2CCOCC2)c(NC(=O)c2nn(C)c(=O)c3ccccc23)c1
15.4	-26.2	2.3	i	1.0	-10.4	1.1	1.0	-0.7	-2.5	C=CCN(CC=C)c1ccc(N2C(=O)C3CCCCC3C2=O)cc1[N+](=O)[O-] (stereo unspecified)
-0.2	1.6	9.1	i	-0.6	-2.0	-0.5	-2.9	7.1	5.2	O=c1c2ccccc2nc(-c2cccc(Cl)c2)n1O
-14.8	-5.3	-0.6	i	-0.3	-3.3	0.7	-1.2	7.2	2.0	CCOC(=O)C1CCN(C(=O)/C=C/c2ccc(OC)cc2)CC1
5.8	-7.6	2.9	i	-0.3	-6.0	-2.2	-1.5	-26.6	-35.8	CCC(=O)Nc1ccc(NCc2ccc(-c3ccccc3)cc2)cc1
5.9	-2.6	3.9	i	-1.3	-5.0	-2.5	0.2	-3.7	0.5	CC(=O)c1ccc(NC(=O)c2ccccc2-c2ccccc2C(=O)O)cc1

# Source: PubChem BioAssay (several laboratories)

# An unsorted share of the library (roughly 4.6% active in at least one column).
